From PubChem
tuberculosis growth – growth inhibition of non-replicating M. tuberculosis (AID 488890). Mycobacterium tuberculosis non-replicating, growth inhibition; higher % means a stronger effect. inhibition, % at 25 µM, or IC50 in µM where a hit was titrated. 320,000 compounds, 0.39% hits; in the data active = a potency from the dose series; inconclusive = inhibition mostly from about 82% at the one dose, without a potency; inactive = the rest, 99 in 100 with inhibition below about 76%;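 also: plate controls were DMSO cells for no effect and high antibiotic wells for full effect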
influenza NS1A – NS1A inhibition, H1N1 influenza, cell based functional assay (AID 504329) | NS1A functional cell-based assay, percent inhibition; higher % means a stronger effect | 340,000 compounds, 0.3% hits | one-dose inhibition, % at 12.5 µM; IC50 in µM for titrated hits; in the data active = a potency from the dose series; inconclusive = inhibition above about 27% without an active follow-up result; also: strong numbers were not always called active
H37Rv inhibition – M. tuberculosis growth inhibition, HTS (AID 449762); M. tuberculosis H37Rv growth inhibition, 7H9 media; higher % means a stronger effect; 330,000 compounds, 0.59% hits; one-dose inhibition, % at 25 µM; IC50 in µM for titrated hits; in the data active = a potency from the dose series; inconclusive = inhibition above about 70% without an active follow-up result;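 also: bacterial growth assessed after seven days of incubation; strong numbers were not always called active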
inhibitors of VEEV – inhibitors of VEEV TC-83 cytopathic effect, confirmation, Vero cells (AID 588727) | one-dose inhibition, % at 20 µM; IC50 in µM for titrated hits | 350,000 compounds, 0.13% hits | Vero cells, VEEV TC-83 cytopathic effect inhibition; higher % means a stronger effect; in the data active = a potency from the dose series; inconclusive = inhibition mostly from about 14% at the one dose, without a potency; inactive = the rest, 99 in 100 with inhibition below about 12%; also: strong numbers were not always called active
PhoP GFP inhibition – Inhibition of PhoP regulon, Salmonella typhi GFP reporter cells, confirmation, 4 h (AID 1850) | Salmonella Typhi PhoP-promoter GFP reporter, fluorescence, 4 h; higher % means a stronger effect | inhibition, % at 50 µM; hits with a dose series show IC50 in µM | 310,000 compounds, 0.33% hits; in the data active = a potency from the dose series; inconclusive = inhibition mostly from about 25% at the one dose, without a potency; inactive = the rest, 99 in 100 with inhibition below about 19%;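 also: 0% = induced wells with vehicle and 100% = uninduced wells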
inhibitors of VEEV 10K pilot screen – second read-out of inhibitors of VEEV, no call of its own (marks repeat the call); inhibition, %; measured here: 10K pilot screen inhibition
* = called active by the depositor; i = inactive; ? = inconclusive; nt = no result given.

SMILES	tuberculosis growth	influenza NS1A	H37Rv inhibition	inhibitors of VEEV	PhoP GFP inhibition	others
CS(=O)(=O)CCC(C(=O)n1nnc2ccccc21)N1C(=O)c2ccccc2C1=O (stereo not drawn)	-12%	-9%	-15%	0.5%	8%
Cc1ccc(S(=O)(=O)N(C)c2ccccc2C(=O)Nc2ccc3c(c2)OCCO3)cc1	-4%	1%	6%	1.9%	1%
O=C(NC(=S)Nc1cccc(Cl)c1N1CCCC1)c1ccc(-c2cccc([N+](=O)[O-])c2)o1	-10%	24%	5%	3.3%	-22%
Cn1cc(S(=O)(=O)Nc2ccc(F)c(Cl)c2)c(=O)n(C)c1=O	-17%	8%	0%	0.9%	2%	inhibitors of VEEV 10K pilot screen=0.2
CCOC(=O)C1(Cc2ccccc2C)CCCN(Cc2ccc(NC(C)=O)cc2)C1 (stereo not drawn)	13%	8%	-5%	6.6%	-5%
CC(C)CC(=O)Nc1ccc(N2CCN(S(C)(=O)=O)CC2)cc1	-6%	-9%	-10%	1.1%	-10%
NC(=O)COc1ccc(/C=C2\C(=O)ON=C2c2ccccc2)cc1	12%	-7%	2%	0.6%	nt
COc1ccc(C(=O)NCCCc2nc3ccccc3n2Cc2cc(C)ccc2C)cc1OC	31%	7%	1%	8.4%	-1%
COc1ccc(C(c2c(C)[nH][nH]c2=O)c2c(C)[nH][nH]c2=O)cc1Br	6%	4%	4%	i	-2%
O=c1nc(SCc2ccccc2Cl)nc(-c2ccc(Cl)cc2)[nH]1	42%	-13%	-2%	4.6%	-4%
Cc1oc2c(c(C)cc3oc(=O)c(CC(=O)NCC(=O)NCC(=O)O)c(C)c32)c1C	20%	0%	-7%	0.3%	5%
CCC(CC)c1nnc(NC(=O)Oc2ccccc2)s1	9%	-16%	-10%	3.5%	-8%
COc1ccc(NC(=O)c2cn(-c3ccccc3)nc2SC)cc1	9%	-13%	0%	0.2%	9%
O=C(CN1CCN(S(=O)(=O)c2ccc(F)cc2)CC1)Nc1ccc2c(c1)OCCO2	36%	-9%	32%	1.8%	-2%
COc1ccc(CCNCC2C(Oc3ccc(Cl)cc3)C(=O)N2c2ccccc2C)cc1OC (stereo not drawn)	52%	7%	12%	i	-4%
O=C(CCS(=O)(=O)c1ccc(Br)cc1)Nc1ccc2c(c1)OCO2	31%	25%	-1%	0.9%	-2%
Cc1ccc(C)c(NC(=O)c2ccccc2Sc2ccc([N+](=O)[O-])cc2Cl)c1	15%	-1%	15%	i	1%
CCOC(=O)CSc1nc2ccccc2c(=O)n1CC1COc2ccccc2O1 (stereo not drawn)	8%	-5%	14%	i	-9%
C=C1Cn2c(nnc2-c2ccc(Cl)cc2)S1	i	2%	-4%	1.3%	7%
COc1ccccc1N(C(=O)c1snc(C(N)=O)c1N)C(C(=O)NC1CCCC1)c1ccco1 (stereo not drawn)	-4%	7%	4%	2.8%	-6%
COc1ccccc1NS(=O)(=O)c1cccc(NC(=O)CCNC(=O)c2ccccc2OC)c1	15%	-7%	7%	6.2%	nt
Cc1cccc(C)c1NC(=S)/N=C/N(C)C	8%	-4%	-3%	2.0%	-9%
Cc1cccc(OCC(=O)Nc2cccc3nsnc23)c1	55%	-11%	-7%	1.8%	9%
COc1cccc([C@@H]2CC=C(C(=O)O)[C@H](c3ccc(Br)cc3)N2S(=O)(=O)c2ccc(C)cc2)c1	21%	-5%	7%	i	nt
CCOC(=O)N1CCN(c2c(NCCCN(CC)CC)c(=O)c2=O)CC1	-11%	-4%	3%	1.1%	-4%
CC(C)(C)n1nc2c(c1NC(=O)c1cc3ccccc3o1)CS(=O)(=O)C2	7%	-2%	6%	i	1%
C=CCn1c(O)c(C=NCCN2CCOCC2)c(=O)[nH]c1=S	-14%	-9%	12%	i	-1%
Cc1cc(C)c(C)c(S(=O)(=O)N2CCC(C(=O)N3CCCC3)CC2)c1C	14%	-1%	4%	3.2%	nt
C=CCn1c(Cc2cccs2)nnc1SCC(=O)NCc1ccco1	6%	0%	0%	0.2%	5%
N#CCCN1CCN(CCC#N)CC1	-2%	-11%	-4%	0.6%	-8%
O=[N+]([O-])c1ccccc1Nc1nc(-c2cccnc2)cs1	25%	6%	7%	6.1%	-7%
COc1cc(C)c(C)cc1S(=O)(=O)N1CCCc2ccccc21	12%	-4%	3%	i	9%
NC(=O)CCn1nc(-c2ccccc2)c2ccccc2c1=O	-2%	11%	3%	1.0%	-2%
CC(C)OCCCNC(=O)CN1C(=O)/C(=C/c2ccccc2)Sc2ccccc21	29%	1%	8%	9.5%	-2%
CSc1nc(-c2ccc(N(C)C)cc2)c(C#N)c(=O)n1C	nt	-12%	4%	1.1%	-8%
CN1CCN(S(=O)(=O)Cc2ccc(Cl)cc2)CC1	16%	-23%	-6%	i	1%
O=C(NCCc1ccccc1)[C@@H]1CC=C[C@@H]2CCN(Cc3ccccc3)C(=O)[C@@H]21	17%	7%	2%	i	-8%
Cc1cccc(N2C(=O)C(O)=C(C(=O)c3cccs3)C2c2ccc(C(C)C)cc2)n1 (stereo not drawn)	59%	1%	0%	2.4%	17%
COc1ccc(-c2nnc(SCC(=O)Oc3ccc(C)cc3)o2)cc1	?	8%	-12%	i	-2%
CS(=O)(=O)N1CCc2cc(C(=O)OCC(=O)c3ccccc3)ccc21	-8%	-9%	-5%	1.1%	6%

Arranged by number of heavy atoms (ascending): 3 of the compounds above
SMILES	tuberculosis growth	influenza NS1A	H37Rv inhibition	inhibitors of VEEV	PhoP GFP inhibition	others
Cc1cccc(OCC(=O)Nc2cccc3nsnc23)c1	55%	-11%	-7%	1.8%	9%
CC(C)OCCCNC(=O)CN1C(=O)/C(=C/c2ccccc2)Sc2ccccc21	29%	1%	8%	9.5%	-2%
Cc1cccc(N2C(=O)C(O)=C(C(=O)c3cccs3)C2c2ccc(C(C)C)cc2)n1 (stereo not drawn)	59%	1%	0%	2.4%	17%

(next part)
SMILES	tuberculosis growth	influenza NS1A	H37Rv inhibition	inhibitors of VEEV	PhoP GFP inhibition	others
Cc1nc(SCC(=O)N2CCCCCC2)c2c(=O)n(C)c(=O)n(CC(C)C)c2n1	nt	2%	nt	7.7%	nt
COc1ccc2[nH]c(=O)c(CN(Cc3nnnn3Cc3ccccc3)CC3CCCO3)cc2c1 (stereo not drawn)	23%	5%	1%	8.5%	11%
CC1=NN(C(=O)c2ccccc2)C(O)(c2ccc(Br)cc2)C1 (stereo not drawn)	0.62µM*	-16%	-4%	4.1%	-2%
CCCCNc1nnc(Cc2ccc(Cl)cc2)c(=O)[nH]1	-2%	0%	0%	0.3%	7%
CCN(CC)S(=O)(=O)c1ccc(C(=O)NC2=NCCS2)cc1	-9%	4%	4%	i	14%
CN1CCC(=NNC(=O)C(=O)NC(C)(C)C)CC1	3%	-1%	8%	0.1%	2%
O=C(Nc1ccccc1N1CCOCC1)C1(c2ccc(Cl)cc2)CCC1	14%	-1%	-2%	2.5%	-5%
CCOC(=O)CCCNC(=O)CN1C(=O)NC(c2ccccc2)(c2ccccc2)C1=O	-2%	6%	23%	1.2%	-3%
CCc1cc(/C(Cc2csc(C)n2)=N/O)c(O)cc1O	5%	4%	1%	1.7%	-27%
Cc1cc(C)c(OCC(=O)Nc2nnc(-c3ccco3)o2)c(C)c1	i	1%	3%	i	12%
Cc1ccc(C(=O)OC(C)C(=O)NCc2ccc3c(c2)OCO3)cc1S(=O)(=O)N1CCOCC1 (stereo not drawn)	-4%	-6%	7%	6.2%	-5%
O=c1c2ccccc2nc2n1C(CSc1ccccc1)CS2 (stereo not drawn)	7%	-4%	-10%	1.0%	14%
C=CCn1c(SCC(=O)c2ccc(CNC(C)=O)o2)nc2scc(C3CC3)c2c1=O	11%	8%	0%	1.2%	-2%
Cc1ccc(-c2nc3cnccn3c2Nc2ccc3c(c2)OCCO3)o1	40%	17%	6%	5.8%	-13%
O=C(NCc1ccc2c(c1)OCO2)C(c1ccco1)N(C(=O)c1csnn1)c1ccccc1 (stereo not drawn)	18%	2%	-15%	i	-1%
COc1ccccc1Cn1c(=O)[nH]c2cccnc21	-11%	-2%	-6%	0.8%	2%
O=C(CCNC(=O)N1CCn2c1nc1ccccc12)NCc1ccc(Cl)cc1	7%	-1%	1%	0.1%	0%
Cc1ccccc1OCCNC(=O)CNC(=O)c1ccccc1O	-3%	1%	-6%	2.7%	-8%
COc1ccc2nc(NCc3cccnc3)sc2c1	10%	-3%	-2%	0.7%	-5%
COc1cc(OC)c(C2=Nc3ccc(Br)cc3C(c3ccccc3)N2CC(=O)NN)cc1OC (stereo not drawn)	21%	-1%	11%	0.5%	5%

A section from further up, for reference:
SMILES	tuberculosis growth	influenza NS1A	H37Rv inhibition	inhibitors of VEEV	PhoP GFP inhibition	others
CCN(CC)S(=O)(=O)c1ccc(C(=O)NC2=NCCS2)cc1	-9%	4%	4%	i	14%
CN1CCC(=NNC(=O)C(=O)NC(C)(C)C)CC1	3%	-1%	8%	0.1%	2%
O=C(Nc1ccccc1N1CCOCC1)C1(c2ccc(Cl)cc2)CCC1	14%	-1%	-2%	2.5%	-5%
CCOC(=O)CCCNC(=O)CN1C(=O)NC(c2ccccc2)(c2ccccc2)C1=O	-2%	6%	23%	1.2%	-3%
CCc1cc(/C(Cc2csc(C)n2)=N/O)c(O)cc1O	5%	4%	1%	1.7%	-27%
Cc1cc(C)c(OCC(=O)Nc2nnc(-c3ccco3)o2)c(C)c1	i	1%	3%	i	12%
Cc1ccc(C(=O)OC(C)C(=O)NCc2ccc3c(c2)OCO3)cc1S(=O)(=O)N1CCOCC1 (stereo not drawn)	-4%	-6%	7%	6.2%	-5%
O=c1c2ccccc2nc2n1C(CSc1ccccc1)CS2 (stereo not drawn)	7%	-4%	-10%	1.0%	14%
C=CCn1c(SCC(=O)c2ccc(CNC(C)=O)o2)nc2scc(C3CC3)c2c1=O	11%	8%	0%	1.2%	-2%
Cc1ccc(-c2nc3cnccn3c2Nc2ccc3c(c2)OCCO3)o1	40%	17%	6%	5.8%	-13%
O=C(NCc1ccc2c(c1)OCO2)C(c1ccco1)N(C(=O)c1csnn1)c1ccccc1 (stereo not drawn)	18%	2%	-15%	i	-1%
COc1ccccc1Cn1c(=O)[nH]c2cccnc21	-11%	-2%	-6%	0.8%	2%
O=C(CCNC(=O)N1CCn2c1nc1ccccc12)NCc1ccc(Cl)cc1	7%	-1%	1%	0.1%	0%
Cc1ccccc1OCCNC(=O)CNC(=O)c1ccccc1O	-3%	1%	-6%	2.7%	-8%

Further entries follow:
SMILES	tuberculosis growth	influenza NS1A	H37Rv inhibition	inhibitors of VEEV	PhoP GFP inhibition	others
O=C1COc2ccc(C(=O)COC(=O)c3ccc(S(=O)(=O)C(F)F)cc3)cc2N1	-13%	-20%	-5%	3.0%	-1%
O=C(CN(C(=O)CNC(=O)c1cccs1)c1ccc(F)cc1)NC1CCCC1	2%	8%	-6%	1.3%	-3%
O=C(Nc1ccccc1)C1=C[C@H](c2ccc(C(F)(F)F)cc2)C[C@H](OCCCCO)O1	9%	3%	19%	1.4%	-4%
CCOc1cccc(-c2nnc(SCC(=O)Nc3cccc(OC)c3)n2N)c1	nt	-4%	nt	3.5%	nt
C=CC(COCc1ccccc1)N(C(=O)OC(C)(C)C)S(=O)(=O)c1ccccc1Br (stereo not drawn)	5%	-3%	-4%	i	-18%
Cc1[nH]c2ccc(F)cc2c1CCN(Cc1ccncc1)C(=S)Nc1cccc(F)c1	nt	3%	-10%	7.5%	-7%
Cc1ccccc1C(=O)NC(=S)NCCc1ccccc1	?	-3%	-1%	0.5%	-3%
COc1cc(O)cc2c1[C@@H]1Oc3c(ccc(O)c3CC=C(C)C)[C@@H]1CO2	11%	3%	-3%	9.5%	3%
